EPAC2 antag: blocks human EPAC2 exchange factor. Q8WZA2. EPAC2 GEF exchange of Rap1B-BODIPY-GDP, fluorescence. Potency, µM (titrated, usually from 114 µM), for the others: top-dose activity, negative = inhibition, usual class: inhibitors. 360,000 compounds, 0.18% hits. AID 720708; note: potency is the fitted concentration of half-maximal effect; % is set by controls: 0 for no effect and ±100 for the full control effect; nearly all actives have a fitted effect of over 45% in size; many of its hits are not listed in these tables
Target sequence (Q8WZA2 whole entry, looked up): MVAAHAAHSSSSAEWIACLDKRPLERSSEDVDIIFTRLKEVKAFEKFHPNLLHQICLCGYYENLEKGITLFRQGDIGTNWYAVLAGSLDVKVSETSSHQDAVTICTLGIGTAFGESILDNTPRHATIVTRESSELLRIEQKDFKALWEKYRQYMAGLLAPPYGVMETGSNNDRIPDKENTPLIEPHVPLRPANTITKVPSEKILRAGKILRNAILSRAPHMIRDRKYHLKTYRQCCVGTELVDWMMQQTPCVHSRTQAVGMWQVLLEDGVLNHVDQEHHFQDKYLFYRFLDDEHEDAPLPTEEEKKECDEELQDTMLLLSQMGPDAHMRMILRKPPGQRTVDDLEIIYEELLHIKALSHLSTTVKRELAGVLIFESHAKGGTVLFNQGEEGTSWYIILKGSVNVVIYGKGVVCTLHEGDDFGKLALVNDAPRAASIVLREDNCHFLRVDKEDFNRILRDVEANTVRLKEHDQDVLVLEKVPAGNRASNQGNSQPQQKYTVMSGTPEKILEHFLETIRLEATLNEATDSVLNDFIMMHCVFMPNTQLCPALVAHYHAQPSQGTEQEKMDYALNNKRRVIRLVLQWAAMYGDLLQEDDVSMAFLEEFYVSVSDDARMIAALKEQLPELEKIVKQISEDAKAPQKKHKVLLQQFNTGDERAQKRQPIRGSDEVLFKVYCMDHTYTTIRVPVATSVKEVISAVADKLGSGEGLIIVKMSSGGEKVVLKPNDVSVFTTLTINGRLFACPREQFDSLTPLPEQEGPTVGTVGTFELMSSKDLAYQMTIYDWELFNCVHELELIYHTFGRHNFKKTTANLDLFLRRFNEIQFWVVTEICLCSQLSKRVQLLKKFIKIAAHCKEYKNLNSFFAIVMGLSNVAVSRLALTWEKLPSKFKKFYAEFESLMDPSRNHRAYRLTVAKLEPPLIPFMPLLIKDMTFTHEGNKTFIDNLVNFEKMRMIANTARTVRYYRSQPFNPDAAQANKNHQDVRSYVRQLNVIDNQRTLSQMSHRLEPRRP
TGFb inhibitor: TGF-b pathway inhibition | Potency, µM (highest dose often 46.1 µM), for inactives: top-dose activity, negative = inhibition, most hits filed as inhibitors | AID 588855 | 410,000 compounds, 1.2% hits | HepG2 CAGA-GFP TGF-b/SMAD3 reporter, GFP fluorescence, 18 h; TGF-beta stimulated, 500 pg/mL final; note: potency is the fitted concentration of half-maximal effect; % is set by controls: 0 for no effect and ±100 for the full control effect; nearly all actives have a fitted effect of over 65% in size
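Smad-responsive CAGA-GFP expression was quantified in HEPG2 cells exposed to compounds and 500 pg/mL final TGF-beta for 18 h at 37 degrees C; unstimulated wells defined full inhibition.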
EPAC2 ag: agonists of human EPAC2 (RAPGEF4); Q8WZA2; EPAC2 activation, biochemical qHTS; response scale: 100% = 6.5 mM cAMP response; Potency, µM (highest dose often 154 µM), inactives show at the highest dose activation, most hits filed as activators; 360,000 compounds, 0.079% hits; note: potency is the fitted concentration of half-maximal effect; nearly all actives have a fitted effect of over 50% in size
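Nucleotide exchange monitored as fluorescence drop when BODIPY-GDP leaves Rap1B. Reaction: 100 nM EPAC2, 250 nM RAP1B-BODIPY-GDP, 50 uM GDP, room temperature, kinetic read over 30 min. Activity expressed relative to 6.5 mM cAMP.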
CCT modulator: cytosolic chaperonin activity modulation. purified chaperonin ATPase assay, HTRF ADP detection, 30 min. activity change, % (test concentration not listed), hits read low. 360,000 compounds, 0.3% hits. AID 651819; in the data active = activity change below about -30%; note: % is set by controls: 0 for no effect and ±100 for the full control effect
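We incubate TRiC, 40 or 20 nM final, with library compounds at 76 uM and 10 uM ATP for 30 min at 37 °C. ADP formed is detected with Transcreener HTRF reagents after 30 min at room temperature.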
Nrf2 activator: activates Nrf2 signaling; AREc32 ARE-luciferase reporter (MCF7-derived line), luminescence, 24 h; Potency, µM (series often up to 46.1 µM), for inactives: top-dose activation, hits mostly activators; 410,000 compounds, 0.31% hits; AID 624171; note: potency is the fitted concentration of half-maximal effect; % of control where 0% means no effect; nearly all actives have a fitted effect of over 65% in size
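Each well held 1000 AREc32 cells, which were incubated with compound for 24 hr at 37 deg C after overnight attachment, and ARE reporter activity was quantified by firefly luciferase luminescence.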
pAkt inh: inhibitors of Akt phosphorylation; Neuro2A IGF-stimulated pAkt S473 HTRF, 20 min; stronger effect = lower value; activity change, % for hits at 50 µM; 360,000 compounds, 0.32% hits; AID 651550; in the data active = activity change below about -80%; inconclusive = mostly about -51% to -80%; note: % is set by controls: 0 for no effect and ±100 for the full control effect
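Neuro2A cells in DMEM with 0.5% FBS, overnight at 37 deg C, given compound at single 50 µM final, then IGF (6 nM final) for 20 min at 37 deg C. Lysed; phospho-Akt Ser473 by HTRF after 24 h, 665/615 ratio.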
A549 tox: kills or reduces viability of A549 cells in Nrf2 counter-screen | Potency, µM (highest dose often 46 µM), inactives show at the highest dose activity change, negative = cytotoxicity, hits mostly inhibitors | A549 ARE-Fluc cells, CellTiter-Fluor viability, 18-24 h | 390,000 compounds, 0.16% hits; note: potency is the fitted concentration of half-maximal effect; % is set by controls: 0 for no effect and ±100 for the full control effect
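Cytotoxicity counterscreen: CellTiter-Fluor fluorescence was measured in A549 ARE_Fluc cells after 18-24 h of compound exposure in a concentration series. The subsequent BugLite luminescent read reports ARE-luciferase activity.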
MmCpn inh: inhibitors of Methanococcus maripaludis chaperonin (MmCpn); 330,000 compounds, 0.031% hits; AID 504842; purified Mm-Cpn ATPase, ADP Transcreener TR-FRET; Potency, µM (series often up to 76.9 µM), inactives show top-dose activity, negative = inhibition, usual class: inhibitors; note: potency is the fitted concentration of half-maximal effect; % is set by controls: 0 for no effect and ±100 for the full control effect; nearly all actives have a fitted effect of over 80% in size
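25 nM Mm-CPN + cpd, 10 min 37°C; + 10 uM ATP, 30 min 37°C; buffer 30 mM Tris pH 7.4, 100 mM KCl, 5 mM MgCl2, 1 mM DTT; Transcreener ADP HTRF detection 30 min RT.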
Nrf2 inh: inhibitors of Nrf2 signaling; 360,000 compounds, 2.1% hits; A549 ARE-Fluc reporter, luciferase luminescence, 18-24 h; Potency, µM (doses to about 46 µM), for inactives: at the highest dose activity change, negative = inhibition, most hits filed as inhibitors; note: potency is the fitted concentration of half-maximal effect; % is set by controls: 0 for no effect and ±100 for the full control effect; nearly all actives have a fitted effect of over 60% in size
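A549 ARE_Fluc cells, 5000/well, 5% FBS OPTI-MEM; compounds in dose-response, 18-24 h at 37 °C/5% CO2; CellTiter-Fluor viability read (Ex 405/Em 525), then BugLite luciferase luminescence = Nrf2 activity.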
* hit, by the source's call; i = inactive; ? = inconclusive; . = not tested or not shown; [ ] = another dose, or the depositor's remark. Unless noted, calls come from the whole dose curve; as a rule, active = well fitted curve in the direction sought with a large enough effect; inconclusive = small, poorly fitted or top-dose-only effect, or another doubt; inactive = no such curve, though single readings can be large; an effect the other way counts as inactive or inconclusive. The list is partial (hit frequency here may not be typical).

SMILES	pAkt inh	MmCpn inh	Nrf2 inh	EPAC2 antag	A549 tox	CCT modulator	Nrf2 activator	TGFb inhibitor	EPAC2 ag
COc1ccc(Cn2c(N)c(S(=O)(=O)c3cccs3)c3nc4ccccc4nc32)cc1	i	-17%	?	-29%	-11%	-1.4	1.5%	1%	5%
O=C(COc1ccc(F)cc1Br)NCc1nnc2ccccn12	i	-1%	-6%	15%	8%	0.1	-0.7%	0%	0%
CCNC(=S)NNC(=O)c1cc(-c2ccc(OCC)cc2)nc2ccccc12	i	-12%	.	-24%	-4%	-2.9	-1.7%	20%	2%
Cn1nc(-c2ccc(Cl)cc2)cc1NC(=O)CCCC(=O)O	i	1%	16%	10%	-5%	0.1	-0.1%	-13%	2%
O=C(O)CCc1ccc(-c2ccccc2)n1Cc1ccco1	i	1%	-7%	-4%	4%	-1.0	0.2%	0%	0%
O=C(O)c1cc(S(=O)(=O)N2CCN(S(=O)(=O)c3ccc4ccccc4c3)CC2)ccc1Br	i	0%	3%	-9%	-1%	-1.1	-0.1%	-1%	1%
COc1ccc(CCNC(=S)NNC(=O)c2c(Br)c(C)nn2C)cc1OC	i	1%	-2%	-6%	1%	0.2	-0.1%	1%	-2%
COc1ccc(CNc2ncnc3sccc23)cc1OC	i	-2%	10µM*	-13%	1%	-1.7	3.7%	4%	11%
CC1CC(C)CN(C(=O)Nc2ccccc2F)C1 (configuration not stated)	i	2%	3%	-3%	2%	0.8	-0.7%	-13%	7%
COc1ccccc1CCNC(=O)C1CCN(c2nnc(-n3cccc3CNc3ccc(C)cc3)s2)CC1	.	.	-25%	.	-13%	.	5.6%	0%	.
Cc1c(/C=N/NC(=O)c2cc(=O)[nH]c(=O)[nH]2)c2ccccn2c1C(=O)c1ccccc1	i	0%	-20%	3%	-11%	-0.3	-0.7%	-2%	-11%
CS(=O)(=O)Nc1ccc(-c2ccc3nccn3c2)cc1	i	.	.	-7%	.	0.6	-0.4%	3%	8%
COc1ccc(-c2cc(C(F)(F)F)nc(SCCC(=O)Nc3c(C)cccc3C)n2)cc1	.	.	-19%	.	-12%	.	0.8%	7%	.
O=C(COC(=O)C1CCC1)Nc1cccc(S(=O)(=O)N2CCOCC2)c1	i	0%	0%	-2%	1%	-1.1	0.0%	1%	7%
Cc1cc(S(=O)(=O)N2CCCOC2CNC(=O)C(=O)NCc2ccco2)ccc1F (configuration not stated)	i	?	12%	30%	4%	-0.5	0.4%	30%	1%
COc1ccc(Cc2nnc(SCC(=O)NC3CCCC3)o2)cc1	i	1%	-1%	-4%	-8%	0.3	0.4%	2%	8%
O=C(Cn1sc2ccccc2c1=O)N1CCN(C(=O)c2ccco2)CC1	i	2%	11%	1%	0%	-2.4	2.4%	-12%	-9%
O=C(N/N=C/c1cccc([N+](=O)[O-])c1)c1nc2ccccc2c(=O)[nH]1	i	-3%	?	2%	-6%	3.3	6.3%	-7%	3%
COc1cc(-c2ccccc2)nc2ccccc12	i	1%	5%	-2%	-5%	-2.0	16%	3%	11%
Cc1nn(-c2nc3ccccc3s2)c(N)c1Sc1ccc(F)cc1	i	0%	?	1%	-1%	-1.7	6.8%	-5%	3%
C/C(=N/NC(=S)Nc1cccc(C)c1)c1cccc([N+](=O)[O-])c1	i	0%	19%	0%	26%	-1.2	-3.7%	?	17%
Cc1ccc(S(=O)(=O)NCCC(=O)NCc2ccc(Cl)cc2)cc1C	i	-2%	-20%	0%	-3%	-1.4	-0.1%	-3%	-1%
CC(=O)Nc1ccc(S(=O)(=O)N(C)c2ccc(OCCOc3ccccc3F)cc2)cc1	i	-2%	4%	12%	9%	-0.4	-0.4%	-3%	-3%
CC1CCC(NC(=O)C2COc3ccccc3O2)CC1 (configuration not stated)	i	0%	?	-2%	-2%	0.4	-0.6%	?	-3%
O=C(CCN1C(=O)C2C3C=CC(C3)C2C1=O)N1CCN(c2ccccn2)CC1 (configuration not stated)	i	-6%	1%	-12%	-1%	-1.5	2.4%	-3%	14%
O=C(NNC(=O)C1CC2CCC1C2)c1ccccc1 (configuration not stated)	i	-1%	21%	9%	10%	0.5	-0.4%	10%	-7%
Nc1[nH]nc2nc(N3CCCC3)nc(-c3ccccc3)c12	i	0%	16%	-5%	-12%	1.1	0.3%	-4%	-1%
COc1ccc(S(=O)(=O)NCCSc2nnnn2-c2ccccc2)cc1OC	.	.	?	.	4%	.	0.5%	-10%	.
CC(C)[C@@H]1Cc2[nH][nH]c(=O)c2[C@H](c2ccc(F)cc2)O1	i	.	.	1%	.	2.4	0.3%	.	-2%
O=C(NC(=S)N1CCCCCC1)c1ccccc1	i	-2%	-5%	0%	7%	2.0	-0.4%	-24%	3%
Cc1nn(-c2ccccc2)c2[nH]c(=O)c(CNc3ccc4c(c3)OCCO4)cc12	i	0%	?	-1%	5%	1.3	-0.5%	-26%	-2%
COc1cccc(N2CC(=O)N(NC(=O)c3sc4nc(C)cc(C)c4c3N)CC2=O)c1	i	-10%	6%	1%	2%	-0.2	-0.3%	0%	7%
CC1=C(c2ccc(C)cc2)S(=O)(=O)N(Cc2ccc(C(=O)NCc3ccccc3)cc2)C1=O	.	.	?	.	-1%	.	-0.3%	-23%	.
CCOC1=C2CN(S(=O)(=O)c3ccccc3)[C@H](c3ccccc3)C[C@H]2n2c(=O)n(-c3ccccc3)c(=O)n2C1	i	.	.	9%	.	0.7	0.0%	7%	11%
N#C/C(=C\C1=C(N2CCOCC2)C(=C/c2cccc([N+](=O)[O-])c2)/CC1)C(=O)Nc1ccccc1F	i	-3%	0%	?	?	-0.2	-0.6%[9.22 µM]	-8%	-35%[inhibitor]
O=C(c1ccco1)N1CCN(CC(=O)N2CCCc3c2c(=O)oc2ccc(O)cc32)CC1	i	-2%	-14%	0%	-2%	1.5	1.1%	14%	7%
CCc1cc2ccc(OC)cc2nc1SCC(=O)N1CCN(C(=O)c2ccco2)CC1	i	-1%	-29%	-27%	-3%	0.0	2.5%	-1%	0%
COc1ccccc1-c1ccc(=O)n(CC(=O)NCc2ccc3c(c2)OCO3)n1	i	-3%	-4%	8%	-1%	0.4	0.1%	-1%	7%
Cc1ccc(NC(=O)CCNC(=O)N2CC(=O)Nc3ccccc32)cc1Cl	i	.	.	-4%	.	0.4	0.2%	-13%	-11%
CCOC(=O)c1ccccc1NC(=O)c1c(N)n(C)c(=O)[nH]c1=O	i	.	?	0%	-4%	2.1	1.1%	-3%	20%
COc1ccc(CNS(=O)(=O)c2ccc(-n3cccn3)cc2)cc1	i	-19%	?	4%	6%	2.2	0.4%	1%	-2%
COCc1cc(C)nc(SCc2ccccc2)c1C#N	i	-3%	0%	-8%	22%	-1.8	-0.2%	4%	29%
Cn1c(SCC(=O)Nc2sc3c(c2C#N)CCC3)nnc1C1COc2ccccc2O1 (configuration not stated)	i	-1%	-9%	1%	0%	0.0	-0.2%	-11%	-9%
CC1CCN(C(=O)c2ccccc2NS(=O)(=O)c2ccccc2)CC1	i	-3%	13%	-14%	1%	-2.3	1.0%	14%	8%
CC1=NN(C(=O)c2ccc(Cn3nc(C)c([N+](=O)[O-])c3C)cc2)C(O)(C(F)(F)F)C1 (configuration not stated)	i	-9%	?	-2%	-11%	-4.6	0.4%	?	3%
Cc1ccc(C(=O)N2CCN(c3ccc(N4CCOCC4)nn3)CC2)cc1	i	-2%	8%	-1%	2%	-4.8	-0.7%	1%	2%
Cc1ccc2[nH]c(=O)c(CN(CCCO)S(=O)(=O)c3c(C)ccc4nsnc34)cc2c1	i	0%	8%	11%	4%	1.9	0.0%	0%	6%
COCCN(CCOC)Cc1c(O)ccc2c1O/C(=C\c1ccc(C)o1)C2=O	i	-7%	-1%	95%[activator]	-16%	1.3	13%	32%[activator]	15%
Cc1cc(CNC(=O)COc2c(F)c(F)cc(F)c2F)c2ccccc2n1	i	-2%	-2%	-14%	-12%	-0.8	2.1%	-18%	-5%
CC(=O)Nc1ccc(NC(=S)NC(=O)c2ccc(-c3ccccc3)cc2)cc1	i	.	-23%	4%	-3%	0.1	-0.6%	-12%	4%

New compounds follow.
SMILES	pAkt inh	MmCpn inh	Nrf2 inh	EPAC2 antag	A549 tox	CCT modulator	Nrf2 activator	TGFb inhibitor	EPAC2 ag
CCOC(=O)c1c(NC(=O)c2ccc(OC)c(OC)c2)sc2c1CCCCC2	.	.	0%	.	-2%	.	0.5%	7%	.
O=C(C1CC(=O)N(C2CCCC2)C1)N1CCN(c2cccc(C(F)(F)F)c2)CC1 (configuration not stated)	i	0%	?	-1%	-1%	0.8	1.7%	-23%	2%
COc1ccccc1NC(=S)N/N=C/c1ccc(O)cc1	i	2%	?	-9%	5%	3.1	0.6%	?	11%
O=C(NC1CCCCC1)C1CC(=O)N(Cc2ccccc2)C1 (configuration not stated)	i	1%	2%	-1%	1%	-0.2	-0.3%	11%	9%
N#Cc1ccc(Cl)cc1NC(=O)CNCc1cccs1	i	1%	10%	-1%	4%	-2.5	26%	6%	4%
CC(C)Oc1ccc(C(CC(=O)O)NC(=O)C2CCCCC2)cc1 (configuration not stated)	i	0%	?	11%	7%	2.6	-0.5%	2%	1%
O=C(N/N=C/c1ccc(O)c(O)c1)c1cccc(S(=O)(=O)N2CCCC2)c1	i	1%	?	-9%	1%	0.4	3.0%	-13%	1%

Screening results as filed in PubChem.
